Screens (PubChem BioAssay)
KDM4E inh = JMJD2E (human) inhibition; JMJD2E catalytic domain, FDH-coupled NADH fluorescence (FDH is formaldehyde dehydrogenase); 1.6% of 230,000 active; AID 2147; Potency, µM (highest dose often 57.1 µM), without a hit: top-dose activity change, negative = inhibition, actives largely listed as inhibitors; active means well fitted inhibition curve with a large enough effect, not every such curve was filed as active; inconclusive means small, poorly fitted or top-dose-only effect, or another doubt; inactive means no such curve, though single readings can be large or run the other way;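 further: 0% = wells with enzyme and -100% = buffer wells without enzyme; nearly all actives have a fitted effect of over 50% in size; many of its hits are not listed in these tables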
Target sequence (B2RXH2 1-337 limits assumed): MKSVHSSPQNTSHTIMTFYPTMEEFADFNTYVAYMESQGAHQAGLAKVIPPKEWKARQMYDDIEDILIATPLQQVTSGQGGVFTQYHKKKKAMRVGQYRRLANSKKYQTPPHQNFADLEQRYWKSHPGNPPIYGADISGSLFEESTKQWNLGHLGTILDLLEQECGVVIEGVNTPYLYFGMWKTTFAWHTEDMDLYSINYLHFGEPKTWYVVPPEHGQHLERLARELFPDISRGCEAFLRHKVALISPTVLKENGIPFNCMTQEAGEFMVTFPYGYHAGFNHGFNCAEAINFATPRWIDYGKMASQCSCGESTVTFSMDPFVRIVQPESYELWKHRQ
Epigenetic derep = epigenetic control regulation, reporter derepression | Potency, µM (doses to about 53.9 µM), for inactives: at the top dose GFP activation, usual class: activators | murine LDR cells, GFP reporter derepression, 30 h | 0.2% of 280,000 active; further: % of control where 0% means no effect; nearly all actives have a fitted effect of over 60% in size
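In this reporter-derepression format, murine cells bearing a silenced integrated CMV-GFP locus incubate with test compound (30 h, 37 C), then are washed and imaged; fluorescent objects of 20–120 um count as induced cells.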
GoLoco inh red = inhibitors of human Gai1-RGS12 GoLoco interaction (red fluorophore); Gai1:RGS12 GoLoco peptide FP, rhodamine, 10 min; Potency, µM (titrated, usually from 61.6 µM), without a hit: at the highest dose activity, negative = inhibition, most hits filed as inhibitors; 0.44% of 230,000 active; AID 880; active means well fitted inhibition curve with a large enough effect, not every such curve was filed as active; inactive means no such curve, though single readings can be large or run the other way; further: on the % scale 0 is the no-effect control and ±100 the full control effect; nearly all actives have a fitted effect of over 30% in size; many of its hits are not listed in these tables
RECQ1 helicase = inhibitors of human RECQ1 DNA helicase; P46063; RECQ1 DNA unwinding, red fluorescence kinetic read; Potency, µM (highest dose often 57.3 µM), inactives show at the top dose activity, negative = inhibition, hits mostly inhibitors; 0.54% of 240,000 active;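 further: plate controls were vehicle for no effect and no enzyme for full effect; nearly all actives have a fitted effect of over 30% in size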
Target sequence (P46063 whole entry, looked up): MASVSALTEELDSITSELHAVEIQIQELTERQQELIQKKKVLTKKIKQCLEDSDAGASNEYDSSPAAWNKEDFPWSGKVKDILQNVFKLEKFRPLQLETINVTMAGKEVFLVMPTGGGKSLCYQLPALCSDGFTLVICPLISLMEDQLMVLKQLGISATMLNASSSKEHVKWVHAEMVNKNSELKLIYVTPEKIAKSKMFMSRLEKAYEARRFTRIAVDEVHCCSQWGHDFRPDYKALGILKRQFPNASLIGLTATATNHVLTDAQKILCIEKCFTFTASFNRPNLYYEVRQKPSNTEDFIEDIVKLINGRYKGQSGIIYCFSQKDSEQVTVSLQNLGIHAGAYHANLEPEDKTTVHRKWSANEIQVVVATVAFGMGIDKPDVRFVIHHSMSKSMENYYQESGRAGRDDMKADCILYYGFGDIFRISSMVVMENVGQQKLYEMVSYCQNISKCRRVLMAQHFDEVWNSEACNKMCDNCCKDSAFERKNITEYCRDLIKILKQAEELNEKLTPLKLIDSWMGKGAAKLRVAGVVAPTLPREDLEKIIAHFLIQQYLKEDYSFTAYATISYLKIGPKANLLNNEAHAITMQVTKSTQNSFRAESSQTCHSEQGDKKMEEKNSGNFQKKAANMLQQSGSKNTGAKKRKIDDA
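RECQ1T1 50 nM; forked duplex (20 bp + 30-nt ss tails) 200 nM, ATP 2 mM final; pH 8.0, 2 mM MgCl2, 2.5 ug/ml poly(dI-dC); 15 min compound preincubation; discontinuous kinetic read over 2 h at RT.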
IMPase Li inh = IMPase inhibition in cells with lithium potentiation | Potency, µM (highest dose often 59.4 µM), for inactives: top-dose activity, negative = IMPase inhibition, actives largely listed as inhibitors | 0.35% of 210,000 active | CHO-M1 cells, IP1 TR-FRET (IP-One), carbachol + lithium;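 further: IP1 builds up when IMPase is blocked and the TR-FRET signal falls; plate controls were basal vehicle for no effect and high inhibitor control for full effect; nearly all actives have a fitted effect of over 50% in size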
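Concentration–response in CHO-M1 cells, lithium-potentiated; 30 min at 37C. IP1 detected by competitive TR-FRET after 10 min lysis at RT. Hill-fitted AC50.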
NPSR antagonist = antagonists of human neuropeptide S receptor cAMP signaling | Q6W5P4 | CHO-NPSR cells, cAMP TR-FRET, antagonist mode | Potency, µM (highest dose often 38.3 µM), for inactives: top-dose activity change, negative = inhibition, most hits filed as inhibitors | 1% of 220,000 active | AID 1461; further: on the % scale 0 is the no-effect control and ±100 the full control effect; nearly all actives have a fitted effect of over 50% in size; many of its hits are not listed in these tables
Luc counter = Kinase-Glo luciferase inhibition (counter-screen); Q27757; Kinase-Glo luciferase, ATP luminescence, 8 min; Potency, µM (top dose mostly 38.3 µM), for inactives: at the highest dose activity change, negative = inhibition, usual class: inhibitors; 0.28% of 200,000 active; further: on the % scale 0 is the no-effect control and ±100 the full control effect; nearly all actives have a fitted effect of over 60% in size
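Inhibition of Kinase-Glo luciferase light generation was assessed at 10 uM ATP in pH 7.2 imidazole buffer, with luminescence measured after eight minutes at ambient temperature.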
SMN2 splice up = increases expression of the SMN2 splice variant; HEK293 SMN2-luciferase splicing reporter, luminescence, 30-36 h; Potency, µM (highest dose often 46.1 µM), for the others: top-dose activity change, positive = activation, actives largely listed as activators; 2.8% of 210,000 active; AID 1458; further: % of control where 0% means no effect; nearly all actives have a fitted effect of over 55% in size
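HEK293 cells carry an SMN2 […]–luciferase reporter in which exon 7 inclusion puts luciferase in frame. Cells were plated 10-12 h before compound addition, then incubated 30-36 h at 37C. ONE-Glo luminescence was read; sodium butyrate at 4.5 mM final served as control.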
The depositor's hits bear a star; i = inactive; ? = inconclusive; . = not tested or not shown; [ ] = remark or other dose. Unless noted, the call rests on the fitted dose curve; in most records, active means well fitted curve in the direction sought with a large enough effect; inconclusive means small, poorly fitted or top-dose-only effect, or another doubt; inactive means no such curve, though single readings can be large; an effect the other way counts as inactive or inconclusive. Potency means the concentration at half of the fitted maximal effect. An excerpt; rates above refer to the full screens.

smiles | KDM4E inh | Epigenetic derep | GoLoco inh red | RECQ1 helicase | IMPase Li inh | NPSR antagonist | Luc counter | SMN2 splice up
COC(=O)C1=C(C(=O)OC)C(c2cc([N+](=O)[O-])ccc2O)c2sc(=O)[nH]c2S1 (stereo unspecified) | ? | -0.6% | -6% | -5% | -17% | -5% | -4% | -1%
Nc1nc2[nH]c(=O)[nH]c2c(=O)[nH]1 | 4% | 1.1% | 3% | 0% | -7% | . | 0% | -6%
O=C(CN1CCN(C(=O)C2COc3ccccc3O2)CC1)Nc1ccccc1 (stereo unspecified) | -3% | -1.6% | 7% | i | . | -5% | . | .
COCCN(CC(=O)NCC1CCCO1)C(=O)CCC(=O)Nc1cc(C)on1 (stereo unspecified) | 1% | 4.9% | 8% | -3% | -7%[38.3 µM] | 7%[46.1 µM] | -2% | -6%
CCOC(=O)C(=CNNc1cccc(Cl)c1)C(=O)OCC | -22% | 0.2% | -15% | 0% | . | 18% | . | .
CCC(C(=O)NCc1ccco1)N(Cc1cccs1)C(=O)CNS(=O)(=O)c1ccccc1 (stereo unspecified) | 8% | -1.0% | 6% | -2% | 21%[38.3 µM] | -19%[46.1 µM] | -6% | ?
CCOC(=O)c1cnc(SCC(=O)NCc2cccs2)nc1N | 1% | -1.0% | -8% | -1% | 21%[38.3 µM] | 0%[46.1 µM] | 3% | 16%
Cc1ccc(NC(=O)Nc2cccs2)cc1 | 10% | 1.1% | 19% | -3% | 24%[38.3 µM] | -16%[46.1 µM] | -3% | 16µM*
COc1ccc(OC)c(S(=O)(=O)Nc2ccc(O)c(Sc3ncn[nH]3)c2)c1 | -8% | 0.0% | -23% | ? | 5%[38.3 µM] | -5%[46.1 µM] | -1% | -3%
CCCNC(=O)NC(=O)CSc1cccc(C(F)(F)F)c1 | 0% | 0.0% | -6% | -5% | 1% | -9% | 2% | 4%
Cc1ccc(S(=O)(=O)c2c(C)nn(C(C)(C)C)c2OC(=O)c2ccc(Br)o2)cc1 | 1% | 1.2% | -7% | -3% | 8%[38.3 µM] | ? | -4% | -70%[inhibitor]
Cc1nc(-c2cccnc2)sc1C(=O)Nc1ccc(Cl)cc1 | 1% | -1.1% | 16% | -15% | 1%[38.3 µM] | -15%[46.1 µM] | 0% | 8%
CCCN1C(=O)C(O)(C/C(C)=N/O)c2ccccc21 (stereo unspecified) | -2% | -3.0% | 1% | -4% | -8%[38.3 µM] | -24%[7.67 µM] | -1% | 10%
CCOC(=O)C(C)c1c(C(=O)c2ccc(C)nc2)c2ccccc2n1C (stereo unspecified) | -15% | 1.6% | 7% | -17% | . | 1% | . | .
Cc1noc(C)c1S(=O)(=O)N1CCCCC1 | -2% | -0.5% | 4% | -8% | 16%[38.3 µM] | -7%[46.1 µM] | -1% | -17%
CCCCC(CCC(=O)O)(C(=O)OCC)c1csc(Nc2ccccc2)n1 (stereo unspecified) | 2% | -1.1% | 4% | 7% | 2% | 6% | -2% | .
Clc1ccc2[nH]c3c(NCC4CCCO4)ncnc3c2c1 (stereo unspecified) | ? | 5.7% | . | -5% | . | -19%[46.1 µM] | . | .
COc1ccc(/C=C/C(=O)Nc2c(C(=O)O)[nH]c3ccccc23)cc1OC | -4% | 0.9% | -1% | -4% | . | -9% | . | .
O=C(c1ccccc1)N1CCCC(C(=O)N2CCCCCC2)C1 (stereo unspecified) | -1% | 4.3% | 2% | i | 2%[38.3 µM] | 0%[46.1 µM] | -4% | 6%
Cc1ccc(SCc2[nH]nc3c2C2(CCSCC2)C(C#N)=C(N)O3)cc1 | -8% | -1.1% | 11% | i | 46%[activator][38.3 µM] | -12%[46.1 µM] | 5% | 23%
CCN(CC)S(=O)(=O)c1cccc(NC(=O)CSc2nnc(N)s2)c1 | -5% | -5.0% | 17% | -3% | 8% | -6% | 2% | -5%
CN(C)CCCO[C@H]1[C@@H]2OC(C)(C)O[C@@H]2O[C@@H]1[C@H](O)CO | -1%[25.5 µM] | -0.3%[16.9 µM] | 5%[21.6 µM] | i | 3% | . | 0%[17.1 µM] | -6%[20.6 µM]
COc1cccc(-c2nn(C)c3sc(C(=O)N4CCN(c5ccccc5)CC4)cc23)c1 | ? | 2.4% | 9% | -20% | 20%[38.3 µM] | -20%[46.1 µM] | 4% | 15%
CNC(=O)Cc1nc2ccccc2n1CC(=O)Nc1cc(C)cc(C)c1 | 0% | -0.6% | 2% | -5% | -8% | 9% | -1% | 16%
COc1cc(NC(=O)C/C(C)=N/NC(=O)c2cccc(O)c2)c(OC)cc1Cl | -14% | -0.8% | 6% | -9% | -2% | 15% | -1% | 3%

Overlap with the part before: five entries, then new ones.
Codes: A = KDM4E inh; B = Epigenetic derep; C = GoLoco inh red; D = RECQ1 helicase; E = IMPase Li inh; F = NPSR antagonist; G = Luc counter; H = SMN2 splice up
SMILES: CCN(CC)S(=O)(=O)c1cccc(NC(=O)CSc2nnc(N)s2)c1
  A = -5% | B = -5.0% | C = 17% | D = -3% | E = 8% | F = -6% | G = 2% | H = -5%
SMILES: CN(C)CCCO[C@H]1[C@@H]2OC(C)(C)O[C@@H]2O[C@@H]1[C@H](O)CO
  A = -1%[25.5 µM] | B = -0.3%[16.9 µM] | C = 5%[21.6 µM] | D = i | E = 3% | F = . | G = 0%[17.1 µM] | H = -6%[20.6 µM]
SMILES: COc1cccc(-c2nn(C)c3sc(C(=O)N4CCN(c5ccccc5)CC4)cc23)c1
  A = ? | B = 2.4% | C = 9% | D = -20% | E = 20%[38.3 µM] | F = -20%[46.1 µM] | G = 4% | H = 15%
SMILES: CNC(=O)Cc1nc2ccccc2n1CC(=O)Nc1cc(C)cc(C)c1
  A = 0% | B = -0.6% | C = 2% | D = -5% | E = -8% | F = 9% | G = -1% | H = 16%
SMILES: COc1cc(NC(=O)C/C(C)=N/NC(=O)c2cccc(O)c2)c(OC)cc1Cl
  A = -14% | B = -0.8% | C = 6% | D = -9% | E = -2% | F = 15% | G = -1% | H = 3%
SMILES: CN(C)CCCN(C(=O)c1ccco1)c1nc2ccc(Cl)cc2s1
  A = -7% | B = 1.8% | C = -1% | D = i | E = 21% | F = -18% | G = 0% | H = -11%
SMILES: Cc1oc(-c2ccccc2Cl)nc1CN1CCCN(C(=O)c2ccco2)CC1
  A = 3% | B = 0.2% | C = 9% | D = i | E = 0% | F = 17% | G = -7% | H = .
SMILES: COc1ccc(/C=N/n2cncn2)cc1Cn1nc(C)c([N+](=O)[O-])c1C
  A = 4% | B = 0.0% | C = 6% | D = -7% | E = . | F = 6% | G = . | H = .
SMILES: Cc1[nH]c2ccccc2c1N=Nc1ccccc1C(=O)O
  A = 0% | B = 0.0% | C = 15% | D = -5% | E = 15% | F = -1% | G = -4% | H = 3%
SMILES: O=C(NCCN1CCCC1)c1ccc(Cn2c(=S)[nH]c3ccc(Br)cc3c2=O)cc1
  A = 0% | B = -0.1% | C = 16% | D = -5% | E = -2% | F = -19% | G = -3% | H = 1%
SMILES: O=C(NCc1ccccn1)C(F)(F)C(F)(F)C(=O)NCc1ccccn1
  A = 3% | B = 0.0% | C = -3% | D = -8% | E = 14%[38.3 µM] | F = -7%[46.1 µM] | G = 1% | H = 15%
SMILES: O=C1C(Cc2cccc([N+](=O)[O-])c2)SC(=Nc2ccccc2)N1c1ccccc1 (stereo unspecified)
  A = 2% | B = -1.1% | C = 11% | D = -15% | E = 11% | F = -28% | G = 3% | H = 15%
SMILES: CCCN1CCN(C(=S)NCc2ccc(Cl)cc2)CC1
  A = 13% | B = 6.0% | C = 8% | D = i | E = 10% | F = -2% | G = 2% | H = .
SMILES: c1ccc(OCc2cc(-c3ccccc3)no2)cc1
  A = -3% | B = -1.4% | C = -2% | D = i | E = 1% | F = -15% | G = -1% | H = ?
SMILES: Cc1ccc(C2C(C#N)=C(N)Oc3n[nH]c(-c4cccnc4)c32)o1 (stereo unspecified)
  A = -28% | B = 2.5% | C = -10% | D = -11% | E = 5% | F = -8% | G = 0% | H = -9%
SMILES: CC(C)OCCCNC1=C(Cl)C(=O)c2ccccc2C1=O
  A = -12% | B = 4.9% | C = 34%[activator] | D = -3% | E = . | F = 10µM* | G = . | H = .
SMILES: COc1cccc(C2=NOC(C(=O)N3CCN(c4ccccc4)CC3)C2)c1OC (stereo unspecified)
  A = 1% | B = -1.0% | C = 3% | D = i | E = -1% | F = -10%[46.1 µM] | G = 0% | H = -7%
SMILES: OCC1(Cc2ccc(Cl)cc2)CCN(CC2CC=CCC2)CC1 (stereo unspecified)
  A = -6% | B = 0.8% | C = 17% | D = i | E = 15% | F = 13% | G = 3% | H = .
SMILES: Cc1cc(Cl)ccc1N1C(=O)CC(NNC(=O)c2cccnc2)C1=O (stereo unspecified)
  A = 5% | B = -1.8% | C = 15% | D = -5% | E = -3% | F = 11% | G = -3% | H = -1%
SMILES: O=C(Nc1cccc([N+](=O)[O-])c1)c1cc2ccccc2cc1O
  A = -6% | B = 0.0% | C = 10% | D = -22% | E = . | F = 46% | G = . | H = .
SMILES: CN1CCc2nc(SC(C(=O)O)c3ccccc3)c(C#N)c(-c3cccs3)c2C1 (stereo unspecified)
  A = 8% | B = 3.0% | C = 20% | D = 13% | E = . | F = 31% | G = . | H = .
SMILES: O=C(N/N=C/c1cccc([N+](=O)[O-])c1)c1ccncc1
  A = 10% | B = -1.2% | C = 8% | D = 1% | E = . | F = ? | G = . | H = .
SMILES: COc1ccc(C(=O)Nc2ccc(S(=O)(=O)Nc3cc(C)nc(C)n3)cc2)cc1OC
  A = 5% | B = 3.0% | C = 20% | D = -5% | E = 9% | F = -7% | G = 4% | H = .
SMILES: CC(c1ccon1)N(C)Cc1cn(Cc2ccccc2)nc1-c1ccc2c(c1)OCO2 (stereo unspecified)
  A = -10% | B = 4.1% | C = -1% | D = -1% | E = . | F = ? | G = . | H = .
SMILES: CCOC(=O)c1ccc(N(CC(=O)NC2CCCC2)C(=O)CNC(=O)c2ccco2)cc1
  A = 1% | B = 0.0% | C = 3% | D = -2% | E = 19%[38.3 µM] | F = -12%[46.1 µM] | G = -1% | H = -8%
SMILES: COC(=O)c1cccc(NC(=O)CSc2nc3cccnc3n2C)c1
  A = 3% | B = ? | C = 11% | D = i | E = 7%[38.3 µM] | F = -16%[7.67 µM] | G = -2% | H = -22%
SMILES: CC(C)CC1(C(=O)O)NC(c2ccccc2O)C2C(=O)N(C(C)C)C(=O)C21 (stereo unspecified)
  A = -24% | B = 9.9% | C = -1% | D = -1% | E = -8%[38.3 µM] | F = -1%[46.1 µM] | G = -2% | H = 15%
